BoNT A protease – inhibitors of Botulinum neurotoxin A light chain protease | AID 588499 | inhibition, % at 10 µM | hit rate 0.17% among 360,000 | multiplex microsphere protease substrate cleavage, flow cytometry; further: plate controls were buffer without enzyme for full effect and enzyme alone for no effect
UGM FP inh – Mtb UDP-galactopyranose mutase inhibition; P9WIQ1; purified UGM, fluorescence polarization probe displacement; inhibition, % at 10 µM; hit rate 0.06% among 320,000; AID 504406; in the data active means inhibition above about 10%, passing the limit was not always enough; inconclusive means no clear call, values can overlap the other calls
Target sequence (P9WIQ1 whole entry, looked up): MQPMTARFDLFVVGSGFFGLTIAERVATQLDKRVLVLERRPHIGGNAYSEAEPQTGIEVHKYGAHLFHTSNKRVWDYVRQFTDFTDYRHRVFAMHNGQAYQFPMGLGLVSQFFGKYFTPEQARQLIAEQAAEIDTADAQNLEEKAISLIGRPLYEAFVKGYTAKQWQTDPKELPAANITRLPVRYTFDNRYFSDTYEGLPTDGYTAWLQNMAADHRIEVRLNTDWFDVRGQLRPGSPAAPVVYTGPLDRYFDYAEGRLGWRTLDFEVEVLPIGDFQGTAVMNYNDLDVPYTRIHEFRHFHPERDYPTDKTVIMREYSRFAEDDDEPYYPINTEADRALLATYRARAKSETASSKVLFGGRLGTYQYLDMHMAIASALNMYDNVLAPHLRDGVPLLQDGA
FadD28 FP inh – inhibitors of Mycobacterium tuberculosis FadD28 bisubstrate binding | AID 588549 | FadD28 bisubstrate probe binding, fluorescence polarization | inhibition, % at 12.5 µM | hit rate 0.22% among 360,000; in the data active means inhibition above about 8.5%, passing the limit was not always enough; inconclusive means no clear call, values can overlap the other calls
BioA inh – BioA (M. tuberculosis) enzyme inhibition | inhibition, % at 9.99 µM | hit rate 0.096% among 360,000 | purified M. tuberculosis BioA enzyme, plate reader; in the data active means inhibition above about 40%; inconclusive means no clear call, values can overlap the other calls
Mtb FBA inh – inhibitors of M. tuberculosis fructose-bisphosphate aldolase | AID 588726 | P9WQA3 | hit rate 2.3% among 360,000 | inhibition, % at 1 µM | purified M. tuberculosis FBA, fluorescence read-out; in the data active means inhibition above about 27%;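 further: 0% = vehicle and 100% = reference inhibitor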
Target sequence (P9WQA3 whole entry, looked up): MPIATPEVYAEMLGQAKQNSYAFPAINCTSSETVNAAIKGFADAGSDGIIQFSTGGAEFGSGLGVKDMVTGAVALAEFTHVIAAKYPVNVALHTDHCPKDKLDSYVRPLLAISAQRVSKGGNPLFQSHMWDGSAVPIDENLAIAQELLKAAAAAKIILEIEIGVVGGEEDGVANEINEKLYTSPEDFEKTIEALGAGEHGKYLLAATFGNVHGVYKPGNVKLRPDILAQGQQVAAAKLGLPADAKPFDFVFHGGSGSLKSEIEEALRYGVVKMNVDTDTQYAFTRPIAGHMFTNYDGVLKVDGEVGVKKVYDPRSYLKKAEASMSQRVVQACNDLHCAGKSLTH
Anthrax LF inh2 – anthrax lethal factor protease inhibition; P15917; multiplex microsphere protease cleavage assay, LF; inhibition, % at 10 µM; hit rate 0.12% among 360,000; further: plate controls were buffer without enzyme for full effect and enzyme alone for no effect
GDH-TPI inh – GDH-TPI coupled enzyme inhibition counter-screen. inhibition, % at 4.8 µM. GDH-TPI coupled enzyme counterscreen, NADH absorbance. hit rate 1.2% among 360,000; in the data active means inhibition above about 30%;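 further: 0% = DMSO wells and 100% = wells lacking the enzyme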
PfHsp40 yeast – rescue of PfHsp40-mediated yeast toxicity. S. cerevisiae expressing PfHsp40, growth rescue, ATP luminescence. growth rescue, % at 12.5 µM. hit rate 0.68% among 340,000. AID 504582; in the data active means growth rescue above about 28%, passing the limit was not always enough; inconclusive means no clear call, values can overlap the other calls;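 further: yeast W303a lacking pdr1 and pdr3 grown in galactose medium; growth measured after three days at 30 °C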
BoNT F protease – inhibitors of Botulinum neurotoxin F light chain protease. AID 588497. inhibition, % at 10 µM. Multiplex microsphere protease cleavage assay, flow cytometry. hit rate 0.22% among 360,000; in the data active means inhibition above about 35%, passing the limit was not always enough; inconclusive means no clear call, values can overlap the other calls; further: plate controls were buffer without enzyme for full effect and enzyme alone for no effect
* = called active by the depositor; u = inconclusive; x = no result given; & = joins results of further samples. Unless noted, no stated cut-off is given here; in the data, active means inhibition above about 30%; inconclusive means no clear call, values can overlap the other calls; inactive means below that.

mol	BoNT A protease	UGM FP inh	FadD28 FP inh	BioA inh	Mtb FBA inh	Anthrax LF inh2	GDH-TPI inh	PfHsp40 yeast	BoNT F protease
Cc1ccnc(NC(=O)c2ccc3[nH]c(=O)c(=O)[nH]c3c2)c1	0.7	-2.6	-3.3	-1.2	3	-1	20	0.0	10
C[C@@H]1CNC(=O)c2c(C(=O)NCc3ccc(CNC(=O)OC(C)(C)C)cc3)ncn21	-0.5	x	-2.1	-2.0	1	-6	-3	x	-8
CN(CC(=O)Nc1ccccc1Cl)C(=O)COC(=O)C1=COCCO1	u	3.4	0.9	0.5	9	u	4	0.2	u
CC(=O)N1CCN(Cc2nc3cc([N+](=O)[O-])ccc3n2C)CC1	0.7	-0.6	-1.5	2.2	2	-7	0	-1.9	10
O=C(CN1CCN(CC(=O)Nc2cccc(F)c2)CC1)NCC1(N2CCOCC2)CCCCC1	-0.6	x	-1.1	2.0	2	0	12	-2.2	-6
Nc1sc2c(c1C(=O)NC1CCS(=O)(=O)C1)CCC2 (configuration not stated)	0.4	5.6	0.4	-0.8	3	-1	3	1.2	1
COc1ccc(C(=O)Nc2cc(=O)n(C)c(=O)n2C)cc1OC	-0.5	-0.1	-1.4	1.8	-1	-4	-5	0.6	-4
C/C(=N\NC(N)=S)C1(C)CCCCC1	-0.9	0.2	-2.9	0.0	-3	-1	3	-0.4	-6
CC(C)N(C(C)C)S(=O)(=O)c1ccc(NN)nc1	-0.3	1.6	-2.2	0.2	3	-13	14	-1.5	15
O=C(NCc1ccc(Cl)cc1)N1CCc2ccccc2C1	1.7	u	-5.5	-1.1	-2	0	-2	0.3	7
Cc1ccc(/C=N/NC(=O)CN2CCN(Cc3ccccc3)CC2)s1	x	0.8	1.8	-0.9	6	x	27	1.9	x
O=C(CSc1nc2ccccc2o1)N1N=C(c2cccs2)CC1c1ccc(F)cc1 (configuration not stated)	-0.4	0.6	-5.0	-1.5	12	0	-2	1.7	2
COC(=O)/C=C/C(=O)Nc1cccnc1	0.1	-1.0	1.9	-0.8	2	-3	7	-1.1	-8
COCC(C)N1CCC(Oc2ccc(C(=O)NCc3ccccn3)cc2)CC1 (configuration not stated)	0.3	-1.0	-1.8	-0.8	5	-1	3	1.3	-1
NC(=O)c1ccc[n+](CCC[n+]2cccc(C(N)=O)c2)c1	-0.5	-2.7	-0.2	x	0	3	-6	0.0	2
COc1ccc(CN(C(=S)Nc2ccccc2)C2CC(=O)N(c3ccccc3)C2=O)cc1 (configuration not stated)	-1.1	-1.9	-5.8	-0.2	-2	-2	10	-0.2	-3
COc1ccc(NC(=O)c2c(NC(=O)CCC(=O)O)sc3c2CCCCC3)cc1	0.3	1.0	-2.3	x	-3	-5	-7	1.1	-2
N#Cc1c(-c2ccc(F)cc2)c(-c2ccc(F)cc2)nn(CCO)c1=O	0.0	x	-2.7	x	9	-6	4	0.3	1
Cc1cc(=O)oc2c(C(=O)/C=C\c3cccs3)c(O)ccc12	0.0	-3.0	-0.7	x	1	-1	42*	0.0	-3
CC1=C(C#N)C(c2ccc(O)cc2)C(C#N)=C(C)N1	-2.4	-4.1	-2.6	1.9	2	0	20	-1.2	u
COc1ccccc1NC(=O)c1ccc(C(=O)Nc2ccccc2OC)nc1	2.2	1.0	-1.0	-1.0	1	7	12	-0.5	-16
CC(=O)Nc1ccc(S(=O)(=O)N2CCSC2c2ccc(C)cc2)cc1 (configuration not stated)	-2.3	-1.8	-7.6	4.8	-3	-10	4	2.8	-21
CCOC(=O)c1cccc(NC(=O)CCc2nnc3ccc(N4CCOCC4)nn23)c1	-1.2	2.7	-2.3	-0.6	0	0	9	0.6	-4
COCCOC(=O)c1c(C)oc2ccc(OC(=O)COc3c(F)c(F)c(F)c(F)c3F)cc12	1.9	-1.5	-1.9	-1.9	1	-1	-6	-0.4	6
COc1ccc(C2=CC(=O)C[C@H](c3ccc(OC)c(OC)c3)C2)cc1	0.4	3.9	-2.2	21	-3	-4	30	1.9	-2
CCCCNC(=O)N1CCN(Cc2cccc(F)c2)CC1	0.5	-1.0	-2.3	0.9	-3	0	6	0.2	0
Cc1ccccc1OCCSc1nc2ncnc(N)c2[nH]1	0.3	0.3	-1.4	0.8	-3	5	2	-0.2	-1
COCCNCCOCCOc1cccc(OC)c1	0.0	-1.3	0.5	0.4	-1	-4	9	-1.3	-10
O=C(N/N=C/c1ccc(F)cc1)c1cccc(NC(=O)c2ccc(F)cc2)c1	-4.2	-1.9	-4.0	-1.4	1	-2	11	0.1	-9
CC1(C)C[C@H]2C3=CCC4[C@@]5(C)CC[C@H](O)[C@](C)(CO)C5CC[C@@]4(C)[C@]3(C)CC[C@@]2(C)[C@H](O)[C@@H]1O (some centres not stated)	-0.4	x	-3.5	-0.7	1	5	1	-1.3	-5
CC(=O)Nc1cccc(-c2cc(-c3c(Cl)cccc3Cl)no2)c1	-1.4	-2.5	-4.1	x	1	-7	-6	357*	-5
CN(C)S(=O)(=O)c1cccc(C(=O)OCC(=O)Nc2ccccc2OC(F)F)c1	0.8	-1.6	0.6	-2.5	1	2	0	1.1	4
Cc1cccc(C)c1NC(=O)CSc1nnc(-c2ccoc2C)n1C	-0.9	1.5	0.7	-2.6	1	-4	4	0.7	-16
CC(=O)Nc1cc(NC(C)=O)cc(C(=O)OCC(=O)Nc2ccc(S(=O)(=O)NC3=NCCCCC3)cc2)c1	-0.4	-2.0	-5.4	6.9	-2	-2	9	-0.4	1
Cc1ccccc1S(=O)(=O)Cc1ccc(C(=O)NC2CC2)o1	2.1	0.0	-0.7	-0.4	3	1	2	-0.8	-1
Nc1nc(SCC(=O)N2CCCC2)[nH]c(=O)c1NC(=O)c1ccco1	-0.7	-1.4	0.3	-0.6	5	-1	2	-0.8	-6
CC1=C(C(=O)Nc2ccccc2F)C(c2cccs2)C2=C(CCCC2=O)N1 (configuration not stated)	0.1	-2.1	-6.1	x	10	0	6	0.6	-1
CCOC(=O)C1CCCN(C(=O)C(=O)c2cn(CC(=O)N3CCOCC3)c3ccccc23)C1 (configuration not stated)	-53	-2.1	-1.5	0.1	0	-7	8	0.2	-98
C[C@H](OC(=O)NCc1ccc(C(F)(F)F)cc1)[C@@H]1O[C@@]2(C)CCC[C@@H]1O2	0.5	2.0	-3.0	-1.6	-1	6	0	-0.7	-4
Cc1nn(C)c(C(=O)NNC(=S)NCc2ccco2)c1Cl	-0.8	0.3	0.2	0.9	-4	-1	1	0.4	19
Cc1ccc(C)c(OCCC(=O)Nc2cccc(S(=O)(=O)N3CCCC3)c2)c1	-1.2	1.7	-2.1	x	-5	-2	-15	0.8	8
Cc1sc(NC(=O)c2ccco2)c(C(=O)c2ccc(Cl)cc2)c1C	-1.7	-3.7	-0.4	x	1	-1	5	0.0	-10
O=C(Cc1ccc(Cl)cc1)Nc1ccc2oc(=O)ccc2c1	-1.9	0.9	-3.6	-2.9	16	-10	5	0.0	-8
CCOC(=O)C1CCN(c2c(C(=O)c3ccccc3)cnc3ccc(CC)cc23)CC1	0.4	0.5	-3.2	-0.5	-3	-5	10	1.2	-6
C[C@@H]1CN([C@H](C)CO)C(=O)CCCn2nncc2CO[C@H]1CN(C)Cc1ccc(Oc2ccccc2)cc1	-0.2	x	-4.5	1.6&-0.6	0	0	0	x	-7
COc1ccc(-c2ccc3c(c2)O[C@@H](CN(C)C(=O)c2ccccc2F)[C@@H](C)CN([C@@H](C)CO)S3(=O)=O)cc1	-0.8	x	-1.6	0.1&2.1&5.0	7	-1	-6	x	5
COCCn1c(SCC(=O)Nc2ccc(F)cc2)nc2ccccc2c1=O	-3.0	0.3	-1.5	-1.0	-1	-6	3	-0.6	-12
CC(C)(C)SCCNC(=O)CSc1ccccc1	1.8	-1.0	1.4	0.1	-1	1	9	-0.4	-4
COc1ccc(C(CC(=O)c2ccc(C)cc2)C(C#N)C#N)cc1OC (configuration not stated)	0.2	-1.1	-1.1	x	-2	1	-7	-0.6	-16
CC(C)c1csc(CN2CCC(CCC(=O)NCC3CCCO3)CC2)n1 (configuration not stated)	0.5	0.4	-0.8	-0.6	4	-2	10	0.7	1
O=C(N/N=C/c1cccc(O)c1)N/N=C/c1cccc(O)c1	0.6	-0.5	-4.4	-2.9	0	-1	19	0.4	10
O=C(C[C@@H]1C/C=C\CCC(=O)O[C@H](c2ccccc2)CNC1=O)N[C@H](CO)Cc1ccccc1	0.4	-3.1	-3.8	-4.2	-1	-2	6	-1.1	1
O=C(Nc1ccc2oc(-c3ccncc3)nc2c1)c1c(F)c(F)c(F)c(F)c1F	0.1	-0.8	-3.5	-0.4	3	0	0	1.4	2
Cc1cc(NC(=O)CSc2ncn[nH]2)no1	-0.2	0.1	-3.8	x	-1	-1	-5	1.2	-4
COCCCNC(=O)/C(=C\c1cccn1C)NC(=O)c1cccs1	0.6	x	0.1	-3.3	3	2	34*	-0.6	0
N#Cc1ccsc1NC(=O)c1cnccn1	0.5	0.0	-0.7	-2.4	-8	-3	20	-0.5	13
CN1CCc2c(C#N)c(Cl)nc(Cl)c2C1	1.4	1.6	-2.1	x	68*	1	13	0.2	-1
O=C(c1ccccc1)N1CCN(CC(O)COc2cccc3ccccc23)CC1 (configuration not stated)	-5.3	1.4	-3.9	0.1	-2	-2	-10	-0.7	3
Cc1cc(=O)c(C(=O)O)cn1Nc1ccc(Cl)cc1	-0.6	-0.3	-2.5	0.7	1	-1	-1	-0.8	5
COc1ccc(-c2nc3ccccn3c2CN2CCN(c3ccccc3F)CC2)cc1	-0.3	1.6	-1.4	x	5	-4	3	0.4	0

Continuation.
mol	BoNT A protease	UGM FP inh	FadD28 FP inh	BioA inh	Mtb FBA inh	Anthrax LF inh2	GDH-TPI inh	PfHsp40 yeast	BoNT F protease
CC1CCN(CC(=O)Nc2ccc(S(=O)(=O)N3CCCC(C)C3)cc2)CC1 (configuration not stated)	-0.2	3.3	-4.8	-0.2	-1	-9	-9	-0.7	-15
CCOC(=O)C1(Cc2cccc(Cl)c2)CCCN(C(=O)c2cc(C)n(C)n2)C1 (configuration not stated)	-1.0	-1.5	0.4	0.3	-1	-1	2	-1.1	-1
Cc1ccc(-c2nn(-c3ccccc3)cc2C(=O)NCCCN2CCCC2=O)cc1	-0.2	2.9	1.7	1.6	2	0	1	-1.5	1
Cc1ccc(Cn2ncc3c(N4CCN(Cc5ccc(Cl)cc5)CC4)ncnc32)cc1	1.8	0.7	-5.9	0.3	0	1	-1	1.9	12
Cc1ccccc1C(=O)N1CCC(C(=O)Nc2ccc(S(=O)(=O)N3CCOCC3)cc2)CC1	-0.4	-1.5	-1.5	-0.9	3	-16	1	1.7	-8
CCN1CCN(C(c2ccc(OC)c(OC)c2)c2nnnn2C(C)(C)C)CC1 (configuration not stated)	0.7	x	0.0	-0.6	1	-2	3	1.1	u
Cc1cc(C)c(C(=O)c2ccc(C(=O)N(C(C)C)C(C)C)cc2)c(C)c1	-5.8	-6.3	-2.5	x	-1	0	-11	0.4	-4
CCOC(=O)c1nnsc1Nc1ccc(C)c(C)c1	0.6	-1.6	-3.7	x	-1	0	2	0.2	2
COc1ccc(OC)c(C(c2nnnn2Cc2ccccc2)N2CCN(C)CC2)c1 (configuration not stated)	0.0	-1.5	-4.4	0.0	-1	0	-2	-0.8	3
CC(=O)NC(CCS(C)(=O)=O)C(=O)Nc1c(F)cccc1F (configuration not stated)	-0.3	-1.8	-0.9	x	6	2	0	0.2	2
C=CCOc1ccc(/C=C/C(=O)OCC(=O)NC2CCCCCC2)cc1	-3.0	-0.7	-1.3	-1.5	-1	-1	2	0.8	5
COc1ccc(/C=N/Nc2nc3ccccc3[nH]2)cc1OC	0.0	-0.6	-0.2	0.0	-2	-2	29	75*	-9
